IDH1 R132H inh – blocks human mutant IDH1 R132H enzyme. O75874. IDH1-R132H enzyme, NADPH consumption, diaphorase/resazurin fluorescence. Potency, µM (titrated, usually from 76.6 µM), inactives show at the highest dose activity change, negative = inhibition, usual class: inhibitors. actives 0.093% (n = 390,000). AID 602179; also: potency is read from the fitted curve at half-maximal effect; % is scaled to controls: 0 for no effect and ±100 for the full control effect; nearly all actives have a fitted effect of over 65% in size
Target sequence (O75874 whole entry R132H, stated change not applied): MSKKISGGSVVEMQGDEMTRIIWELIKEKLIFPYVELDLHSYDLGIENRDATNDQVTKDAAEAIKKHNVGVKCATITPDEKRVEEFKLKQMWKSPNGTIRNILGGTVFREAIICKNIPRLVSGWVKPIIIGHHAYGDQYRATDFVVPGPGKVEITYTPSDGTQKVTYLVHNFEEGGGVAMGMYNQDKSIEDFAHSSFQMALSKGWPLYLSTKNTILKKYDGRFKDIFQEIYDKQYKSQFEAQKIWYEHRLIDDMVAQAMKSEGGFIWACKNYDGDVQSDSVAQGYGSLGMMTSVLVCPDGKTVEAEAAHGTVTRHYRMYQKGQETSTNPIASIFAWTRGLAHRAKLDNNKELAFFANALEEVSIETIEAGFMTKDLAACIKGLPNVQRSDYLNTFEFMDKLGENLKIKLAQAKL
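IDH1-R132H (0.5 ug/mL dispensed) in pH 7.5 Tris buffer was preincubated 30 min with compound, then given a substrate mix of 0.016 mM NADPH and 2 mM alpha-KG for 80 min at room temperature; remaining NADPH was read by diaphorase/resazurin fluorescence.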
PI4K2A inh – PI4K2A (human) kinase inhibition; activity change, negative = inhibition, % at 76.9 µM; actives 0.13% (n = 420,000); Q9BTU6; purified PI4K2A, ADP-Glo luminescence, 1 h; hits give low values; in the data active = activity change below about -50%; inconclusive = mostly about -30% to -49%;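 also: -100% = wells without enzyme as full effect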
Target sequence (Q9BTU6 whole entry, looked up): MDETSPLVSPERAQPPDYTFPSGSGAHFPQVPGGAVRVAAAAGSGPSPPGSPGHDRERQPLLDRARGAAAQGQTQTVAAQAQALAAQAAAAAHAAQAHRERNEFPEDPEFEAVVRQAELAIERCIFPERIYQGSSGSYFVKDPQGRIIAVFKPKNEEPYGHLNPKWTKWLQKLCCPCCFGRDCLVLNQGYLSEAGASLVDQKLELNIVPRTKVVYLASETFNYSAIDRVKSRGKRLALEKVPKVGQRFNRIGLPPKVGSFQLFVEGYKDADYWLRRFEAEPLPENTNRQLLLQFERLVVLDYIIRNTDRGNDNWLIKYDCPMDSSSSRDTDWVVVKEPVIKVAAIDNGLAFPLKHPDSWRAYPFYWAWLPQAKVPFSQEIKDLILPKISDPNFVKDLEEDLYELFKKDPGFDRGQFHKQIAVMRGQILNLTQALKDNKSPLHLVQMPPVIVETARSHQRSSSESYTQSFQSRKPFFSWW
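PI4K2A activity was measured by ADP-Glo luminescence: enzyme (4 ug/mL stock) and phosphatidylinositol (1.2 mM stock) in Tris pH 7.5/MgCl2/EGTA/Triton X-100 buffer were reacted with ATP (300 microM stock) for one hour at ambient temperature.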
Pin1 inh – blocks the human prolyl isomerase Pin1. Potency, µM (series often up to 115 µM), for inactives: top-dose activity, negative = inhibition, most hits filed as inhibitors. Pin1 FP peptide displacement, HiFluor488, 10 min. AID 504891. actives 0.009% (n = 390,000); active = well fitted inhibition curve with a large enough effect in the polarisation, with a control signal flat, not every such curve was filed as active; inconclusive = small, poorly fitted or top-dose-only effect, or effect the other way, or a change in a side signal; inactive = no such curve, though single readings can be large or run the other way; the % refers to the polarisation; also: potency is read from the fitted curve at half-maximal effect; % is scaled to controls: 0 for no effect and ±100 for the full control effect
PGK inhibitor – inhibitors of T. brucei phosphoglycerate kinase; P07378; PGK/GAPDH coupled, Kinase-Glo luminescence, 60 min; Potency, µM (top dose mostly 57.5 µM), inactives show top-dose activity change, negative = inhibition, hits mostly inhibitors; actives 0.043% (n = 380,000); also: potency is read from the fitted curve at half-maximal effect; % is scaled to controls: 0 for no effect and ±100 for the full control effect; nearly all actives have a fitted effect of over 60% in size
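Recombinant glycosomal PGK reaction used 1,3-bisphosphoglycerate generated in-well by GAPDH (100nM final) in 100mM TEA pH 7.6, 5mM MgCl2, 0.01% Tween-20. After 60 minutes at room temperature, ATP was read by Kinase-Glo Plus luminescence end-point.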
HP1b binding inh – HP1-beta chromodomain-methylated histone interaction inhibition. actives 0.56% (n = 390,000). AID 540317. P83916. AlphaScreen HP1-beta / biotin-H3K9me3 peptide binding. Potency, µM (titrated, usually from 114 µM), inactives show top-dose activity change, negative = inhibition, usual class: inhibitors; also: potency is read from the fitted curve at half-maximal effect; nearly all actives have a fitted effect of over 70% in size; inactives centre near 23
Target sequence (P83916 whole entry, looked up): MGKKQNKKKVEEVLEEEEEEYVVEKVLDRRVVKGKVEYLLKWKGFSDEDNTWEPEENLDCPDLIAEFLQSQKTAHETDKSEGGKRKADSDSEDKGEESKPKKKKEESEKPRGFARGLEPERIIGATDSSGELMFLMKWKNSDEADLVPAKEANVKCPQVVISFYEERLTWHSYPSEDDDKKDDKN
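Compound inhibition of the preformed complex between 50 nM HP1-beta and 50 nM biotinylated H3K9me3 peptide was read by AlphaScreen. Buffer was PBS pH 7.4 with 0.01% Tween-20. Incubations ran 30 min at room temperature, with 10 ug/mL donor/acceptor beads.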
TrxR1 substrate – is turned over as a substrate by rat TrxR1. purified TrxR1 substrate turnover, NADPH consumption readout. actives 0.01% (n = 390,000). Potency, µM (highest dose often 114 µM), for inactives: at the highest dose activity change, negative = substrate turnover; also: potency is read from the fitted curve at half-maximal effect; % is scaled to controls: 0 for no effect and ±100 for the full control effect; nearly all actives have a fitted effect of over 50% in size
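Rat TrxR1, dispensed at 90 nM, was prereduced with 400 uM NADPH (final) for 5 min at ~22 deg C, then incubated with compound 15 min before 400 uM selenite. A first-read NADPH fluorescence drop versus no-compound background flagged substrates.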
USP1 inh – USP1/UAF1 (human) deubiquitinase inhibition | O94782 | recombinant USP1/UAF1, Ub-Rhodamine cleavage fluorescence | Potency, µM (top dose mostly 57.1 µM), without a hit: at the highest dose activity change, negative = inhibition, usual class: inhibitors | actives 0.23% (n = 390,000) | AID 743255; also: potency is read from the fitted curve at half-maximal effect; % is scaled to controls: 0 for no effect and ±100 for the full control effect; nearly all actives have a fitted effect of over 60% in size; inactives centre near -12
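USP1/UAF1 complex (1 nM) preincubated 15 min at room temperature with compound, then Ub-Rho substrate (150 nM final) added. Kinetic fluorescence at 480/540 nm over 6 reads at 60 s intervals; 50 mM HEPES pH 7.8, 0.5 mM EDTA, 0.1 mg/ml BSA, 1 mM TCEP, 0.01% Tween-20.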
TrxR1 inh – blocks rat thioredoxin reductase 1 | actives 1% (n = 390,000) | recombinant rTrxR1, NADPH fluorescence consumption, selenite substrate | Potency, µM (highest dose often 114 µM), inactives show at the top dose activity change, negative = inhibition, usual class: inhibitors | O89049; also: potency is read from the fitted curve at half-maximal effect; % is scaled to controls: 0 for no effect and ±100 for the full control effect; nearly all actives have a fitted effect of over 65% in size
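Rat TrxR1 (90 nM in the dispensed reagent) was pre-reduced with 400 uM NADPH for 5 min at room temperature, then incubated with compound for 15 min. After 400 uM selenite was added, NADPH fluorescence (Ex 340/Em 450 nm) was followed for 8 min.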
GLS inhibitor – blocks human kidney-isoform glutaminase activity; O94925; GLS enzymatic activity, qHTS titration; Potency, µM (highest dose often 45.5 µM), for the others: at the top dose activity change, negative = inhibition, hits mostly inhibitors; actives 0.21% (n = 410,000); AID 624170; also: potency is read from the fitted curve at half-maximal effect; % is scaled to controls: 0 for no effect and ±100 for the full control effect
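Two-point fluorescence kinetic (t0, 30 min RT) for hKGA; glutamate detected via glutamate oxidase–HRP–Amplex Red. Substrate: 1 mM L-glutamine solution; buffer 45 mM KH2PO4, pH 8.2.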
Active calls of the source: *; i = inactive; ? = inconclusive; . = no result given; [ ] = another dose, or the depositor's remark. Unless noted, calls follow the shape of the dose curve; as a rule, active = well fitted curve in the direction sought with a large enough effect; inconclusive = small, poorly fitted or top-dose-only effect, or another doubt; inactive = no such curve, though single readings can be large; an effect the other way counts as inactive or inconclusive.

SMILES	IDH1 R132H inh	PI4K2A inh	Pin1 inh	PGK inhibitor	HP1b binding inh	TrxR1 substrate	USP1 inh	TrxR1 inh	GLS inhibitor
COC1(OC)N=C(N)C2(C#N)C(c3ccccc3)NC(C)=CC12C#N (configuration not stated)	-2%	-2	-4%	3%	31%	56%[activator]	-14%	4%	17%
O=C(CN(Cc1ccccc1)S(=O)(=O)c1cccc(C(F)(F)F)c1)NC1CCCCC1	7%	2	11%	2%	11%	0%	-24%	10%	-3%
Cn1c2c(c(=O)n(C)c1=O)C(c1ccccc1Cl)C(C#N)=C(N)O2 (configuration not stated)	4%	4	-1%	-4%	61%[activator]	-4%	-17%	?	-2%
O=S(=O)(c1ccc(OC(F)(F)F)cc1)N1CCC(c2nnnn2-c2ccc(F)cc2)CC1	-4%	-6	4%	i	30%	-6%	-12%	7%	6%
CC1CN(C)CCC1OC(=O)c1ccccc1 (configuration not stated)	0%	-1	2%	-1%	35%[activator]	0%	2%	6%	0%
O=C(NC1CCN(C(=O)NCc2ccccc2)CC1)c1cccc(F)c1	17%	-2	1%	6%	14%	-3%	4%	-7%	14%
CN(C)CCOC1c2ccccc2CSc2ccccc21 (configuration not stated)	-1%	18	-7%	-1%	23%	4%	-10%	20%	-4%
CC(CC(=O)NNC(=O)c1ccncc1)c1ccccc1 (configuration not stated)	-3%	1	-2%	-6%	-8%	1%[57.1 µM]	-18%	4%[57.1 µM]	3%
Cc1cc(NC(=O)c2ccc(C#N)cc2)on1	7%	-3	5%	-9%	20%	0%	1%	17%	6%
Cc1nn(C)c(C)c1S(=O)(=O)N1CCCC(C(=O)NC2CCCCCC2)C1 (configuration not stated)	3%	0	-5%	10%	9%	2%	?	10%	-4%
Cn1c(=O)c2nc(-c3ccccc3)c(-c3ccccc3)nc2n(C)c1=O	-22%	-4	-1%	4%	31%	71%	?	-14%[57.1 µM]	-26%
CC(C)Cc1nc2oc3c(Cl)ncnc3c2c2c1CCC2	-5%	14	-5%	-2%	35%[activator]	11%[57.1 µM]	-9%	?	3%
CCCCN(C)C(=O)CN1C(=O)CCn2nc(-c3cn(C)c4ccccc34)cc21	9%	-5	-12%	6%	2%[57 µM]	-8%[57.1 µM]	10%	-1%[57.1 µM]	-14%
COc1cc(C(=O)N/N=C/c2ccc(OC(=O)c3ccccc3Cl)cc2)ccc1O	1%	1	5%	-6%	-1%	-7%	0%	6%	21%
O=C(Nc1nnc(-c2cccnc2)s1)c1cccs1	0%	-6	4%	i	68%[activator]	-4%	-19%	16%	-4%
CCOC(=O)CC(NS(=O)(=O)c1ccc2[nH]c(=O)sc2c1)c1ccc(C)cc1 (configuration not stated)	0%	4	6%	-7%	45%[activator]	2%	-14%	5%	0%
Cc1cc(C)c2nc(C(F)(F)F)c(C#N)c(N)c2c1	2%	3	0%	6%	26%	3%	-12%	23%	8%
CC(=O)N1CCN(C(=O)CSc2nc3c(cnn3-c3ccccc3)c(=O)[nH]2)CC1	6%	10	9%	-7%	28%	-5%	?	-5%	1%
COc1ccccc1CNC(=O)c1oc2ccc3c(c2c1C)C(=O)CC(C)(C)O3	.	0	28%	.	19%	4%	?	11%	6%
Cc1ccc(C(=O)Nc2c(C)n(C)n(-c3ccccc3)c2=O)cc1	3%	0	1%	-1%	39%	6%	-23%	16%	-3%
CC(=NO)c1ccc2c(c1)C(=NO)c1ccccc1-2	2%	0	1%	-9%	32%	-15%	-7%	-33%	0%
CCOC(=O)C1=C(C)OC(N)=C(C#N)C1c1c(C)nn(-c2ccccc2)c1Cl (configuration not stated)	8%	-29	15%	-10%	44%[activator]	-4%	?	-28%	-1%
NC(=O)C1CCN(C(=O)C2CCC(=O)N(Cc3ccc(Cl)cc3)C2)CC1 (configuration not stated)	6%	-1	0%	i	21%	-5%	-21%	-8%	1%
CC[C@H](C)NC(=O)CCCc1nnc2n(CCC(C)C)c(=O)c3sccc3n12	5%	-3	-2%	6%	18%	6%	-12%	22%	-11%
CCc1ccccc1Nc1ncnc2ccccc12	0%	2	-1%	-9%	72%[activator]	5%	-10%	3%	-2%
CC(C)(C)C(=O)Nc1ccc(N=Nc2ccccc2)cc1	0%	2	-8%	-10%	9%	6%[57.1 µM]	-19%	6%	1%
CCOC(=O)Cc1csc(NC(=O)CSc2nnc(C(C)C)n2C)n1	0%	4	0%	8%	64%[activator]	4%	-16%	9%	10%
Cc1nn(-c2ccc(Cl)cc2)c(=O)c2ccccc12	1%	0	3%	i	36%	-3%	-16%	20%	-9%
COc1ccccc1CNC(=O)CN1C(=O)NC2(CCC(C)CC2)C1=O (configuration not stated)	-2%	15	-6%	-1%	22%	3%	-23%	25%	-12%
Cc1nc(NC(=O)c2ccc(Cl)cc2)sc1Cc1ccc2c(c1)OCO2	-15%	0	6%	1%	?	9%	-24%	13%	-16%
Cc1cc(/C=C(\C#N)C(=O)OCC#N)c(C)n1CC(C)C	-2%	2	-9%	-9%	14%	-16%[57.1 µM]	-14%	16%[57.1 µM]	1%
COc1cc(OC)c(NC2(c3ccccc3)C(=O)c3ccccc3C2=O)cc1Cl	-1%	-3	-10%	i	?	1%	-21%	19%	13%
Cc1ccc(NC(=O)c2ccc(CSc3ncnc4nc[nH]c34)cc2)c(C)c1	7%	3	-10%	i	42%[activator]	7%	-14%	14%	1%
COc1ccc2c(c1)S/C(=C\C(=O)c1ccncc1)N2C	3%	-5	?	3%	41%[activator]	-2%	102%[activator]	-2%	12%
CCCOc1ccc(C(=O)c2ccccc2C(=O)O)cc1OCCC	-3%	1	-6%	11%	39%[activator]	0%	-19%	5%	2%
Cc1ccc(S(=O)(=O)NC(=O)c2cc(C)n(-c3ccccc3)c2C)cc1	-6%	0	-5%	4%	15%	5%	-21%	27%	10%
Fc1ccccc1N1CCN(Cc2cc(-c3ccccc3)on2)CC1	-1%	3	3%	2%	32%	-10%	-12%	9%	7%
Cn1nc(OCC(=O)O)cc1C(F)(F)F	9%	-2	1%	-5%	17%	11%[57.1 µM]	8%	17%[57.1 µM]	15%
COC(=O)c1ccccc1NC1=C/C(=N\S(=O)(=O)c2ccc(C(=O)O)cc2)c2ccccc2C1=O	23%	-25	?	-11%	16µM*	?	13µM*	?	-7%
CCOc1cc(/C=N/NC(=O)c2cccnc2)ccc1OCC(=O)N(C)C	3%	4	-3%	0%	15%	2%[57.1 µM]	-7%	-22%	-3%

Whole records, looked up by structure.
`Cc1ccc(NC(=O)c2ccc(CSc3ncnc4nc[nH]c34)cc2)c(C)c1` as listed: IDH1 R132H inh = 7%; PI4K2A inh = 3; Pin1 inh = -10%; PGK inhibitor = i; HP1b binding inh = 42%[activator]; TrxR1 substrate = 7%; USP1 inh = -14%; TrxR1 inh = 14%; GLS inhibitor = 1%
`CCOc1cc(/C=N/NC(=O)c2cccnc2)ccc1OCC(=O)N(C)C` as listed: IDH1 R132H inh = 3%; PI4K2A inh = 4; Pin1 inh = -3%; PGK inhibitor = 0%; HP1b binding inh = 15%; TrxR1 substrate = 2%[57.1 µM]; USP1 inh = -7%; TrxR1 inh = -22%; GLS inhibitor = -3%

Next section.
SMILES	IDH1 R132H inh	PI4K2A inh	Pin1 inh	PGK inhibitor	HP1b binding inh	TrxR1 substrate	USP1 inh	TrxR1 inh	GLS inhibitor
O=C(CN1C(=O)CC(c2ccco2)Sc2ccccc21)NCc1ccc2c(c1)OCO2 (configuration not stated)	10%	3	10%	-5%	7%	11%	-8%	-23%	-1%
O=C(CCCn1c(=S)[nH]c2ccc(Br)cc2c1=O)NCc1ccccn1	-2%	2	?	10%	56%[activator]	-6%	-17%	-17%	1%
CC1CCCCN1C(=O)c1cc(Cl)ccc1[N+](=O)[O-] (configuration not stated)	1%	0	-6%	-8%	38%	0%	-4%	0%	6%
O=C(CCCN1C(=O)/C(=C\c2cccs2)SC1=S)Nc1ccccn1	9%	-5	5%	-3%	?	7%[57.1 µM]	-23%	2%[57.1 µM]	3%
Cn1c(SCC(N)=O)nnc1-c1ccccc1	0%	1	-5%	.	30%	-16%[57.1 µM]	-4%	19%	-16%
COc1ccc(NC(=O)Nc2ccc(Br)c(C)c2)cc1	2%	-1	-3%	0%	22%	4%[57.1 µM]	-2%	29%[57.1 µM]	-22%
Cc1ccc(-c2nnc(Nc3ccc(CC(N)=O)cc3)c3ccccc23)cc1S(=O)(=O)NCC1CCCO1 (configuration not stated)	1%	4	1%	17%	7%	-4%	-3%	5%	?
CC1CCN(CC(CS(=O)(=O)c2ccc([N+](=O)[O-])cc2)N2CCC(C)CC2)CC1 (configuration not stated)	-6%	11	2%	-3%	21%	2%	-21%	?	7%
O=C(Cn1ccc2cc(S(=O)(=O)N3CCCCC3)ccc21)NCCc1ccc(Cl)cc1	5%	0	33%[activator]	-2%	13%	-4%	?	15%	4%
Cc1ccc(-n2ncc3c(SCC(=O)NNC(=O)C(C)C)ncnc32)cc1	1%	-2	-5%	-2%	48%[activator]	16%[57.1 µM]	-1%	14%[57.1 µM]	1%
CCc1c(C)sc(NC(=O)CCc2ccc(OC)cc2)c1C(N)=O	1%	2	1%	-4%	32%	3%	-8%	7%	-2%
CN1CCc2c(sc3nc(NN)n(Cc4ccccc4)c(=O)c23)C1	0%	-7	59%[activator]	-15%	-20%	0%	-23%	-2%	?

The list is partial (hit frequency here may not be typical).
